OX1R antag-1: OX1R (human) antagonism. O43613. OX1R-expressing cells, FRET antagonist read-out. inhibition, % at 6.6 µM. actives 1.8% (n = 330,000). AID 485270; in the data active = inhibition mostly above about 38%, no sharp cut-off; inactive = mostly below about 40%;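 also: 0% = agonist challenge alone and 100% = reference antagonist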
Target sequence (O43613 whole entry, looked up): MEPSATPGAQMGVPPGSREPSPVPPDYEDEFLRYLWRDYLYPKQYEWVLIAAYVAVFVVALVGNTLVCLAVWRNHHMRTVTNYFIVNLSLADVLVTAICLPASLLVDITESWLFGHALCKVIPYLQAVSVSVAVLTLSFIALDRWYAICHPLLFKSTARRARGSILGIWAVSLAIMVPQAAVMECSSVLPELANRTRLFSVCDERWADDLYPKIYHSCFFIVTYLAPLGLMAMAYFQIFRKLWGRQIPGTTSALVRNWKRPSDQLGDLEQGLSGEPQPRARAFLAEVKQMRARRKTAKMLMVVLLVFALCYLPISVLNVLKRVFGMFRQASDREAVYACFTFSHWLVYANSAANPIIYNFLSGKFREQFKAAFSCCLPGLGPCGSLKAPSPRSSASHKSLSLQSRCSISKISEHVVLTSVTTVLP
CHT PAM: human CHT allosteric activation; B-score at 10 µM; CHT-expressing cells, membrane potential dye, choline EC20; active compounds read high; LV-AA mutant CHT in HEK293 cells; actives 0.49% (n = 310,000);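 active = initial fluorescence not abnormally high and integrated response B-score, plate-corrected, over 3 SD above library mean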
Target sequence (Q9GZV3 whole entry, looked up): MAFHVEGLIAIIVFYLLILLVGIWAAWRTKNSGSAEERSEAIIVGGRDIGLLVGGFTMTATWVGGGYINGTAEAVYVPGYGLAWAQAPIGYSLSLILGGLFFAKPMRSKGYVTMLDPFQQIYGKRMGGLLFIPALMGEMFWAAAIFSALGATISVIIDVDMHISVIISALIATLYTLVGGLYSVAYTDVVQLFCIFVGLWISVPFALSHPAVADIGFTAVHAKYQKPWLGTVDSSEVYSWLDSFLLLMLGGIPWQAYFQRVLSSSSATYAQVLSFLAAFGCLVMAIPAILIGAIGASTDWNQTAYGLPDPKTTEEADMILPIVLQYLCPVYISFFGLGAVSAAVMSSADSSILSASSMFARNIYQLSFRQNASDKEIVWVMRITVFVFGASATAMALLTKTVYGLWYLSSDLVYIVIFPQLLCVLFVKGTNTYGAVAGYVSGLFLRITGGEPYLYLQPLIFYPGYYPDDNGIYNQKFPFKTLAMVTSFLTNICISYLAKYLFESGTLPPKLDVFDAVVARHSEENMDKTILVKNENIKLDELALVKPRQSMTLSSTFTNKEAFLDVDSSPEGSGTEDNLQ
OX1R antag-2: antagonists of human orexin 1 receptor; O43613; actives 0.43% (n = 330,000); inhibition, % at 5 µM; AID 434989; CHO/OX1R cells, Fluo-8 calcium fluorescence, orexin A;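 active = inhibition above its plate's threshold, mean inhibition of all tested compounds on the plate plus 3 SD, cut at about 37% in these data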;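 also: 0% = orexin A challenge wells and 100% = SB-334867-A antagonist wells; not every result past the cut was called active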
An asterisk follows results filed as active; i = inactive; / = no result given.

SMILES	OX1R antag-1	CHT PAM	OX1R antag-2
Cc1cnc(NC(=O)CC(C)c2ccccc2)s1 (stereo unspecified)	15	i	-13
COc1ccc([C@@H]2[C@@H]3C(=O)N(C(C)(C)C)C(=O)[C@@H]3[C@]3(C)C(=O)N(c4ccc(C(F)(F)F)cc4)C(=O)N23)cc1	4	i	-21
CCC(=O)Nc1ccc(NC(=S)NC(=O)/C=C/c2ccco2)cc1	15	i	-12
Cc1ccc(NC(NC(=O)c2cccs2)C(Cl)(Cl)Cl)cc1 (stereo unspecified)	22	i	1
COc1ccc(-c2nc(CS(=O)(=O)CC(=O)NCc3ccccc3OC)c(C)o2)cc1	12	i	-23
Cc1ccc(-n2nc3c(=O)n(CC(=O)NCc4ccc(C)o4)nc(C)c3c2C)cc1	29	i	-26
CCn1cc(C(=O)NCC2CCCO2)c(=O)c2cc(S(=O)(=O)N3CCCCC3)ccc21 (stereo unspecified)	14	i	-16
O=C(O)c1cccc(-c2ccc3c(c2)OCO3)c1	10	i	-5
Cc1ccc(CC(=O)Nc2nc3c(s2)CCCC3)cc1	3	i	-28
COc1ccccc1NC(=O)CCSc1nnc(-c2ccc(O)cc2)o1	8	i	-3
Cc1ccc(C(=O)Nc2ccc(OCc3ccccc3)cc2)s1	26	i	-3
COc1ccc(S(=O)(=O)N2CCCCC2)cc1NC(=O)c1ccc(CS(C)(=O)=O)cc1	9	/	-14
CCCCSc1nnc(-c2ccc(NC(=O)CC)cc2)n1C	16	i	-22
CCOc1cc(C(=S)N2CCCC2)ccc1OC(=O)Cc1ccc(F)cc1	6	i	-24
CCOC(=O)/C(=N\Nc1ccccc1)S(=O)(=O)c1ccccc1	0	i	-9
COc1ccc(C2/C(=C(\O)c3ccc4c(c3)OCCO4)C(=O)C(=O)N2CCCn2ccnc2)cc1 (stereo unspecified)	17	i	-13
c1ccc2[nH]c(-c3ccncc3)nc2c1	19	i	-7
CSc1nc2ccc(Br)cc2[nH]1	12	i	-18
CCCCN1C(=O)C(O)(CC(=O)c2c(C)coc2C)c2ccccc21 (stereo unspecified)	12	i	-34
Cc1cc(Cl)ccc1OCCCC(=O)Nc1ccc(S(=O)(=O)Nc2ncccn2)cc1	9	i	-23

3 compounds already listed, arranged by the number in OX1R antag-1, rising.
canonical_smiles	OX1R antag-1
CSc1nc2ccc(Br)cc2[nH]1	12
CCCCSc1nnc(-c2ccc(NC(=O)CC)cc2)n1C	16
Cc1ccc(C(=O)Nc2ccc(OCc3ccccc3)cc2)s1	26

Continuation:
SMILES	OX1R antag-1	CHT PAM	OX1R antag-2
CSc1ccc(CN(C)C(=O)C(c2ccccc2)c2ccccc2)cc1	-6	7.1*	1
CC1Oc2ccccc2N(CC(=O)NC2CC2)C1=O (stereo unspecified)	33	i	-6
O=C(Oc1cc2oc(=O)cc(-c3ccccc3)c2cc1Cl)C1CCCCC1	62	i	-2
O=C(O)c1cccc(N/N=C/c2cccc3ccccc23)c1	28	i	-6
Cc1ccc(NC(=O)CSc2nnc(C)c(=O)n2N)cc1Cl	1	i	-12
COC(=O)c1c(-c2ccc(C(C)(C)C)cc2)csc1NC(=O)C1C2CCC(O2)C1C(=O)O (stereo unspecified)	4	i	-9
Cc1nnc(N2CCOCC2)c2nn(-c3cccc(Cl)c3)c(C)c12	32	i	-12
CCOC(=O)N1CCN(c2c(F)cc3[nH]c(=S)[nH]c3c2Br)CC1	19	i	-25
CC(=O)Oc1ccccc1/C=C/c1nc2ccccc2c(=O)o1	2	i	-19
COC(=O)Nc1nnc(CC(=O)Nc2ccccc2C)s1	7	i	-11
O=C1c2ccccc2S(=O)(=O)c2cc(C(=O)N3CCN(C(=O)c4ccccc4)CC3)ccc21	39	i	-12
Cn1c(-c2csc(-c3ccccc3)n2)n[nH]c1=S	31	i	-15
COc1ccccc1NC(=O)c1ccc(S(=O)(=O)N2CCC(C)CC2)cc1	2	i	-19
COc1ccc(C(=O)COC(=O)Cn2nnc3ccccc32)cc1Br	6	i	-19
O=C(NC1CCCC1)c1ccc(Br)s1	15	i	-17
CCOC(=O)c1c(NC(=O)COC(=O)Cn2cnc3ccccc32)sc2c1CCC(C)C2 (stereo unspecified)	16	i	-14
COc1ccc(-c2nnn(CC(=O)NC3CCCc4ccccc43)n2)cc1OC (stereo unspecified)	5	i	-29
NNC(=O)c1cc(Br)cs1	27	i	-23
O=C(NCc1ccco1)C1CCCN(S(=O)(=O)c2cccc3nsnc23)C1 (stereo unspecified)	78*	i	-13
CCCCCCCCn1ccc(=N)cc1	21	i	6
O=C(OC1CCOC1=O)c1cc(S(=O)(=O)N2CCOCC2)c(Cl)cc1Cl (stereo unspecified)	1	/	-4
O=C(CCc1c[nH]c2ccccc12)OCc1cccc([N+](=O)[O-])c1	21	i	-14
O=C(Nc1cccc(NC(=O)c2cccnc2)c1)c1ccccc1	6	i	2
CCC(C)(C)n1nnnc1C(c1cccnc1)N1CCCc2ccccc21 (stereo unspecified)	7	i	-26
COc1ccc(OC)c(NS(=O)(=O)c2c(C(=O)N3CCCCCC3)c(C)n(C)c2C)c1	19	i	-1
CC1CCCCC12NC(=O)N(CC(=O)N(C)Cc1nc3ccccc3c(=O)[nH]1)C2=O (stereo unspecified)	2	/	0
COc1nc(C)ccc1-c1noc(-c2cccs2)n1	32	i	-6
COc1ccc(S(=O)(=O)Nc2ccccc2C(=O)N2CCOCC2)cc1F	21	i	-15
COC(=O)Cn1c(=O)sc2ccccc21	15	i	-13
CC1CN(Cc2nc3c(c(=O)n(C)c(=O)n3C)n2CC(=O)c2ccccc2)CC(C)O1 (stereo unspecified)	21	i	-15
COc1cccc(C(=O)Nc2nc3c(c(=O)[nH]2)CCCC3)c1	14	i	-12
CCOc1ccc(S(=O)(=O)N2CCC(C(=O)N3CCCCCC3)CC2)cc1Cl	5	i	-23
C/C(=N/NC(=O)c1cccs1)c1cccs1	9	i	-9
COc1ccccc1OCCNC(=O)C(CCSC)NS(=O)(=O)c1ccccc1F (stereo unspecified)	13	i	-15
COc1cc(OC)cc(-c2c(C#Cc3ccsc3)c3cc(-c4ccc(N(C)C)nc4)ccc3n2C)c1	3	/	-31
CC1CCCC(NC(=O)CCNC(=O)c2ccc(Cl)cc2)C1C (stereo unspecified)	4	i	-24
CCN1CCN(C(=O)c2ccc3nc(-c4ccccc4)c(-c4ccccc4)nc3c2)CC1	15	i	-24
CCOC(=O)Cc1csc(NC(=O)CCS(=O)(=O)Cc2ccccc2)n1	4	i	-7
CNC(=O)c1sc(-c2cccnc2)nc1C	10	i	-22
CCOC(=O)C1CCCN(c2nc3ccccc3nc2NS(=O)(=O)c2ccc(C)cc2)C1 (stereo unspecified)	0	/	-30
CCCCN(C)S(=O)(=O)c1ccc(C(=O)N=c2sc3cc(NC(C)=O)ccc3n2C)cc1	9	i	-11
CCOc1ccc(NC(=O)C2CCCN(S(=O)(=O)c3ccc4[nH]c(=O)ccc4c3)C2)cc1 (stereo unspecified)	1	i	-2
NC(CC(=O)NC(c1ccccc1)(c1ccccc1)c1ccccc1)C(=O)O (stereo unspecified)	9	i	3
Cc1cc(-c2nn(-c3ccccc3)cc2/C=C2\SC(N)=NC2=O)ccc1OC(C)C	15	i	-13
CCCN(CC(=O)Nc1ccccc1C)C(=O)c1cc(C)oc1C	6	/	-12
COc1ccc(/C=C/c2nc(C#N)c(NCCN(C)C)o2)cc1OC	15	i	8
O=C(Nc1ccccc1[N+](=O)[O-])C1C(c2ccccc2)=C1c1ccccc1	21	i	-25
Cc1[nH]n(-c2ccccc2)c(=O)c1/C=N/N1C(=O)c2cccc3cccc(c23)C1=O	74*	i	5
CCc1ccccc1NC(=O)CN1CCN(C(=O)CN2C(=O)NC3(CCCC3)C2=O)CC1	-2	/	-9
Cc1cccnc1NC(=O)Cn1nc(-c2ccccc2)oc1=S	13	i	-14

16 consecutive records from above, for reference:
SMILES	OX1R antag-1	CHT PAM	OX1R antag-2
Cc1ccc(NC(NC(=O)c2cccs2)C(Cl)(Cl)Cl)cc1 (stereo unspecified)	22	i	1
COc1ccc(-c2nc(CS(=O)(=O)CC(=O)NCc3ccccc3OC)c(C)o2)cc1	12	i	-23
Cc1ccc(-n2nc3c(=O)n(CC(=O)NCc4ccc(C)o4)nc(C)c3c2C)cc1	29	i	-26
CCn1cc(C(=O)NCC2CCCO2)c(=O)c2cc(S(=O)(=O)N3CCCCC3)ccc21 (stereo unspecified)	14	i	-16
O=C(O)c1cccc(-c2ccc3c(c2)OCO3)c1	10	i	-5
Cc1ccc(CC(=O)Nc2nc3c(s2)CCCC3)cc1	3	i	-28
COc1ccccc1NC(=O)CCSc1nnc(-c2ccc(O)cc2)o1	8	i	-3
Cc1ccc(C(=O)Nc2ccc(OCc3ccccc3)cc2)s1	26	i	-3
COc1ccc(S(=O)(=O)N2CCCCC2)cc1NC(=O)c1ccc(CS(C)(=O)=O)cc1	9	/	-14
CCCCSc1nnc(-c2ccc(NC(=O)CC)cc2)n1C	16	i	-22
CCOc1cc(C(=S)N2CCCC2)ccc1OC(=O)Cc1ccc(F)cc1	6	i	-24
CCOC(=O)/C(=N\Nc1ccccc1)S(=O)(=O)c1ccccc1	0	i	-9
COc1ccc(C2/C(=C(\O)c3ccc4c(c3)OCCO4)C(=O)C(=O)N2CCCn2ccnc2)cc1 (stereo unspecified)	17	i	-13
c1ccc2[nH]c(-c3ccncc3)nc2c1	19	i	-7
CSc1nc2ccc(Br)cc2[nH]1	12	i	-18
CCCCN1C(=O)C(O)(CC(=O)c2c(C)coc2C)c2ccccc21 (stereo unspecified)	12	i	-34

Carrying on.
SMILES	OX1R antag-1	CHT PAM	OX1R antag-2
CCOC(=O)C1C(CC)NC(=S)NC1(C)O (stereo unspecified)	6	i	-1
CN(C)CCC(=O)C(Cc1ccccc1)c1ccccc1 (stereo unspecified)	35	i	26
C/C(CC(=O)NCc1ccco1)=N\NC(=O)COc1ccc(C)cc1	3	i	1
CCCCN(C(=O)CNC(=O)c1cccs1)C(C(=O)NC1CCCCC1)c1cccnc1 (stereo unspecified)	12	i	-15
O=C(C(c1ccccc1)c1ccccc1)N1CCN(Cc2ccccn2)CC1	26	i	6
CC(=O)NC12CC3CC(C1)CC(C(=O)OCC(=O)c1ccc4c(c1)OCCO4)(C3)C2	22	i	-11
Cc1occc1C(=O)Nc1cccc(/C=C/C(=O)O)c1	25	i	-9
COc1ccccc1N1CCN(c2cc(=O)n(Cc3ccc(F)cc3)c(=O)[nH]2)CC1	8	i	-16
Cc1ccc(CNC(=O)C(CCC(N)=O)NC(=O)OCc2ccccc2)cc1 (stereo unspecified)	15	i	-3
C=CCn1c(CSCc2ccccc2)nnc1SCC(=O)NCc1ccccc1	24	i	-22
COc1ccc(C(=O)N/N=C/c2cc3ccccc3[nH]c2=O)cc1	45	i	-18
Cc1cc(NC(=O)CC2Oc3ccccc3NC2=O)ccc1Br (stereo unspecified)	1	i	-20
CC(C)c1nnc(SCC(=O)NCc2ccco2)n1C	18	i	-20
C=CCNC(=S)N/N=C/c1cn(C)c2ccccc12	4	i	-2
COCCNC(=O)CSc1ncnc2sccc12	9	i	-17
CCN(CC(=O)Nc1ccc(Cl)c(S(=O)(=O)N(C)C)c1)CC(=O)NC(C)C	8	i	-7
CCc1cc(SC#N)cc(C)c1N	10	i	-2
O=C(O)c1cccc(S(=O)(=O)N2CC=C(c3ccccc3)CC2)c1	5	/	-12
O=[N+]([O-])c1ccc(N/N=C2/CCCCC2c2ccccn2)c([N+](=O)[O-])c1 (stereo unspecified)	49*	i	-10
CCN(c1ccccc1)S(=O)(=O)c1cccc(C(=O)NCc2ccccn2)c1	9	i	-21
CCOc1ccccc1C(=O)NCC(=O)NC(C)c1ccc(-n2ccnc2)cc1 (stereo unspecified)	1	i	-20
Cc1c(C(=O)NC(C)c2ccccc2)c(-c2ccccc2)nn1-c1ccccc1 (stereo unspecified)	47	i	0
CCN(CC(=O)Nc1ccccc1OC)C(=O)c1cc(S(=O)(=O)N2CCCCCC2)ccc1OC	14	i	-31
Cc1ccc(C)c(NC(=O)CN(C)C(=O)C2=NNC(=O)CC2)c1	0	/	8
CCOC(=O)c1sc(N/N=C/c2ccc(N(C)C)cc2)nc1C	31	i	-18
O=C(Cc1ccccc1)NC(=S)Nc1ccc(OC(F)F)cc1	6	i	-8
COCCCNC(=O)C1CCCN(S(C)(=O)=O)C1 (stereo unspecified)	14	i	-9
CCOC(=O)C1(Cc2ccc(OC)cc2)CCN(C(=O)c2csc(C)n2)CC1	21	i	-8
CCOc1ccc(OCC)c(NC(=O)C2CCCN(S(=O)(=O)c3c(C)noc3C)C2)c1 (stereo unspecified)	12	i	-16
Cc1ccc(Cn2nnc3c(=O)[nH]c(C4CCN(S(=O)(=O)c5ccc(S(=O)(=O)NC6CC6)cc5)CC4)nc32)cc1	14	i	-9
CCn1nc(C)c(Oc2ccccc2O)c1C	25	i	-23
Cc1ccc2c(c1)cc(C(=O)N1CCN(c3ccccn3)CC1)n2C	16	i	-24
Nc1nc(SCC(=O)Nc2ccccc2Oc2ccccc2)n[nH]1	4	i	-19
O=S(=O)(Nc1cccc(-c2nnco2)c1)c1ccc(Cl)cc1	5	i	-13
CCCN(Cc1cc2cccc(C)c2[nH]c1=O)C(=O)c1cccc(OC)c1	10	i	-28
Cc1ccc(C)c(S(=O)(=O)N2CCCOC2CNC(=O)C(=O)NCCc2ccco2)c1 (stereo unspecified)	63*	i	8
CN(CC(=O)NCCc1ccc(S(N)(=O)=O)cc1)CC(=O)Nc1ccc(Cl)cc1	4	/	-2
COc1cccc(-c2nnc(SCCOc3ccc4c(C)cc(=O)oc4c3)o2)c1	20	i	-10
CCOc1ccc(N=Cc2c(O)cc(C)oc2=O)cc1	19	i	-23
COC(=O)C1=NN(C(=O)c2ccc(Cl)cc2)C(O)(c2ccccc2)C1 (stereo unspecified)	8	i	-17
COC(=O)c1ccc(COC(=O)c2ccccc2OC)cc1	22	i	-13
COc1cccc(C(=O)O/N=C(\N)c2ccncc2)c1	7	i	-7
COc1ccc2[nH]c(=O)c(CN(Cc3ccco3)C(=O)c3ccccc3)cc2c1	17	i	-22

Screens from PubChem.
